Screening data deposited in PubChem by National Center for Advancing Translational Sciences (NCATS).
HEK293 tox – cytotoxicity in counter-screen for GLP-1R inverse agonists. Potency, µM (titrated, usually from 38.3 µM), for the others: top-dose activity change, negative = inhibition, actives largely listed as inhibitors. actives 0.13% (n = 410,000). HEK293 cAMP-luciferase reporter cells, luminescence, 24 h;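 further: loss of luciferase light is scored as toxicity; potency means the concentration at half of the fitted maximal effect; on the % scale 0 is the no-effect control and ±100 the full control effect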
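Seeding density was 200 cells/uL; after overnight-length (12 h) culture, 23 nL compounds went on for 24 h at 37 °C. Readout used a luciferase detection reagent, luminescence taken after 12 min at room temperature.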
PI5P4K alpha inh – PI5P4K alpha (human) kinase inhibition; max response, %; PI5P4Kalpha enzyme, ADP-Glo luminescence, 60 min; active compounds read low; P48426; actives 1.2% (n = 330,000); active means max response of -50% or lower; inconclusive means between -30% and -50%; inactive means -30% or higher; further: value at the top dose of about 77 µM; on the % scale 0 is the no-effect control and ±100 the full control effect
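ADP-Glo luminescence end-point read after a 60 min room-temperature kinase reaction of PI5P4Kalpha plus substrate, initiated with ATP at 5 microM final. Buffer: 0.038 M HEPES pH 7.4, EGTA, 0.1% CHAPS, 5% DMSO.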
GLP-1R inv ag – GLP-1 receptor (human) inverse agonism. Potency, µM (series often up to 38.3 µM), for the others: top-dose activity change, negative = inhibition, hits mostly inhibitors. AID 624417. HEK293 GLP-1R CRE-luciferase, luminescence, 24 h; GLP-1R form is constitutively active. actives 1.6% (n = 410,000). P43220; further: potency means the concentration at half of the fitted maximal effect; on the % scale 0 is the no-effect control and ±100 the full control effect; nearly all actives have a fitted effect of over 55% in size
Target sequence (P43220 whole entry, looked up): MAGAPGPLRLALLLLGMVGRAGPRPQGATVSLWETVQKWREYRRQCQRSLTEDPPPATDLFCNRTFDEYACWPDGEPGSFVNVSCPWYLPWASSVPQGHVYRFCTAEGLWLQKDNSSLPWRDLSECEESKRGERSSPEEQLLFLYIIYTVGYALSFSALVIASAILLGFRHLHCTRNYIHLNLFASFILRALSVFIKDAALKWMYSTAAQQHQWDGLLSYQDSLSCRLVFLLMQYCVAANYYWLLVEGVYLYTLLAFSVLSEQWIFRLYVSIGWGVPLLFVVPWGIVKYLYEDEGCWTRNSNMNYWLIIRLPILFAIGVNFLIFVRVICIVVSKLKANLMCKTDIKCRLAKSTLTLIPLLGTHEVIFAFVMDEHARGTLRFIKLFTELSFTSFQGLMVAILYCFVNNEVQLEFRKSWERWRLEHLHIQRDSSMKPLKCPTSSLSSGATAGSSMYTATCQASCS
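qHTS in 1536-well format: reporter HEK293 cells expressing constitutive GLP-1R activity in DMEM + 10% Nu serum, 24 hr with compounds at 37 deg C, luminescence read after 12 min with detection reagent.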
IL-2 act – activates IL-2 in a cell-based reporter assay. IL-2 activation reporter assay, cell-based qHTS; stimulated with anti-CD3/CD4/CD28 beads; in transgenic mouse T cells. activation, % (series mostly up to about 46 µM). actives 0.065% (n = 360,000); in the data active means activation above about 50%; inconclusive means mostly about 30% to 49%; further: 0% is about no effect
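Readout is EGFP and DsRed signal by fluorescent plate cytometry after 18 h at 37 degrees C. Transgenic mouse T cells (750/well) received compound for 60 min before bead stimulation (anti-CD3, anti-CD4, anti-CD28); memory T cells served as non-tolerant control.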
EPAC1 agonist – activates human EPAC1 exchange factor | O95398 | EPAC1 agonist qHTS, biochemical assay; response scale: 100% = response to 6.5 mM cAMP | Potency, µM (top dose mostly 154 µM), inactives show at the top dose activation, actives largely listed as activators | actives 0.073% (n = 360,000) | AID 720707; further: potency means the concentration at half of the fitted maximal effect; nearly all actives have a fitted effect of over 60% in size
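EPAC1 100 nM, Rap1B–BODIPY-GDP 250 nM, unlabeled GDP 50 uM; compound titration; 5 min RT; kinetic read ex480/em540 at 5-min intervals ×30 min; data normalized to 6.5 mM cAMP agonist control.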
EPAC1 antag – EPAC1 (human) antagonism. O95398. EPAC1 GEF assay, Rap1b-BODIPY-GDP exchange fluorescence. Potency, µM (series often up to 115 µM), without a hit: top-dose activity change, negative = inhibition, most hits filed as inhibitors. actives 0.14% (n = 360,000). AID 720709;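 further: potency means the concentration at half of the fitted maximal effect; plate controls were vehicle for no effect and positive control for full effect; nearly all actives have a fitted effect of over 50% in size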
PTHR1 ag – PTHR1 (human) receptor agonism | actives 0.075% (n = 410,000) | AID 743266 | Potency, µM (highest dose often 115 µM), inactives show at the highest dose activation, most hits filed as activators | HEK293 GP2 PTHR1 cells, GloSensor cAMP luminescence, 1 h | Q03431; further: potency means the concentration at half of the fitted maximal effect; nearly all actives have a fitted effect of over 55% in size; some results filed as inactive show a strong effect at the top dose; inactives centre near -15; many of its hits are not listed in these tables
Target sequence (Q03431 whole entry, looked up): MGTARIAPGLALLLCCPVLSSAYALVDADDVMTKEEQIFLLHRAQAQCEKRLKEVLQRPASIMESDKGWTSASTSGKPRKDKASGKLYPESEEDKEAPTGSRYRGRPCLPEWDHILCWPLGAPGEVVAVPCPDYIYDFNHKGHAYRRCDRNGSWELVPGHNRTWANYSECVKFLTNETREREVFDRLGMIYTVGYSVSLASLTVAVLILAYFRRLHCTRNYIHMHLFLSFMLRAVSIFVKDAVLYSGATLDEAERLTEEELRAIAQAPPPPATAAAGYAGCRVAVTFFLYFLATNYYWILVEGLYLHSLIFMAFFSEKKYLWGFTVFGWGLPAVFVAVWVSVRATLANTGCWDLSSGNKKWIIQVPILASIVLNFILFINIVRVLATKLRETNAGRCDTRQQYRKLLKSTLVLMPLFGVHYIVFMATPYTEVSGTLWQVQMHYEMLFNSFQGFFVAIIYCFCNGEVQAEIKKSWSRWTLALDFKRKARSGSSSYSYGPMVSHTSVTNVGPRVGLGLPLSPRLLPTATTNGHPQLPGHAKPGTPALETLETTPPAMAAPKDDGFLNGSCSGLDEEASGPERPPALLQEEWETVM
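HEK-293-derived GP2 cells expressing PTHR1 and a GloSensor cAMP reporter, 3,000/well, plated overnight, given luciferin plus IBMX (each 0.5 mM as added) for 1 h at 37 °C, then compound for 1 h at 37 °C. Luminescence was read after 15 min at room temperature.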
GLP1R ag – activates the human GLP-1 receptor | AID 624172 | Potency, µM (titrated, usually from 45.6 µM), inactives show at the highest dose activation, usual class: activators | HEK293 GLP-1R CRE-luciferase, luminescence, 4-6 h; cells express a hypersensitive GLP-1R form | actives 0.007% (n = 380,000); further: potency means the concentration at half of the fitted maximal effect; % of control where 0% means no effect
PLK1 PBD block – PLK1 (human) polo-box domain binding inhibition; Plk1 PBD binding of FITC phosphopeptide, fluorescence polarization; actives 2.8% (n = 360,000); Potency, µM, without a hit: max response, negative = inhibition, usual class: inhibitors; P53350; further: potency means the concentration at half of the fitted maximal effect; series mostly up to about 57 µM; on the % scale 0 is the no-effect control and ±100 the full control effect; nearly all actives have a fitted effect of over 65% in size
* hit, by the source's call; i = inactive; ? = inconclusive; . = no result given; & = joins results of further samples; [ ] = dose if it differs, or a comment. Unless noted, the call rests on the fitted dose curve; in most records, active means well fitted curve in the direction sought with a large enough effect; inconclusive means small, poorly fitted or top-dose-only effect, or another doubt; inactive means no such curve, though single readings can be large; an effect the other way counts as inactive or inconclusive.

SMILES	HEK293 tox	PI5P4K alpha inh	GLP-1R inv ag	IL-2 act	EPAC1 agonist	EPAC1 antag	PTHR1 ag	GLP1R ag	PLK1 PBD block
CCOc1ccc(S(=O)(=O)N2CCN(CN3C(=O)CC4(CCCC4)C3=O)CC2)cc1	0%	-9	10%	0.5	-5%	5%	-40%[inhibitor]	-3%	-9%
CCn1c(=N)c(C(=O)NC2CCCCC2)cc2c(=O)n3cc(C)ccc3nc21	8%	.	16%	.	.	.	i	3%	.
Cc1ccc(S(=O)(=O)NC(=NCc2ccccc2)c2ccc(F)cc2)cc1	6%	9	-32%	-2.0	-12%	4%	i	0%	6%
O=C(Nc1ccc(F)cc1)C(c1ccnc2ccccc12)N1CCN(c2cccc(C(F)(F)F)n2)CC1 (stereo not given)	-10%	4	?	-0.5	-12%	-19%	-12%	.	7%
COc1ccc2nc(/N=C/c3cccc(OC)c3O)sc2c1	-4%	-5	1%	-0.1	-5%	?	-1%	8%	?
O=C(c1cc(S(=O)(=O)N2CCOCC2)ccc1F)N1CCN(Cc2ccccc2)CC1	-8%	.	-6%	-3.1	-1%	0%	i	-2%	0%
Cc1n[nH]c(C)c1NC(=O)CSc1nnnn1-c1cccc(F)c1	-8%	10	12%	-0.3	-1%	11%	-17%	-8%	-10%
CCOC(=O)c1ccc(Oc2cn[nH]c2-c2ccc(O)cc2O)cc1	-6%	-9	-20%	-4.6	1%	1%	i	8%	6%
CCS(=O)(=O)c1ccc2oc(Nc3ccc(OC)c(OC)c3)nc2c1	-13%	-29	34%[activator]	-0.5	-4%	-7%	i	27%	0%
Cc1ccc(C2C3=C(CC(C)(C)CC3=O)NC3=C2C(=O)c2ccccc23)cc1 (stereo not given)	-32%	1	3%	-0.3	-1%	3%	-16%	1%	-6%
O=C(Nc1ccccc1N1CCCCC1)c1ccc(Cl)cc1	7%	3	?	-6.1	9%	-11%	i	14%	2%
CN1CCC(N2CCN(C3CN(C4CCCCC4)S(=O)(=O)C3)CC2)CC1 (stereo not given)	1%	11	-4%	1.0	10%	-3%	-18%	5%	2%
Cn1nc(C(=O)Nc2ccc(Cl)cc2)cc1C(=O)Nc1ccc(Cl)cc1	-2%	0	-13%	0.8	-4%	-17%	i	-8%	-6%
O=C(NC1CCCCC1)C1CCCN1S(=O)(=O)c1ccc(F)cc1 (stereo not given)	0%	-6	-3%	-0.2	-11%	-9%	i	8%	-13%
CCOc1ccc(NC(=O)C2CCN(S(=O)(=O)CC)CC2)cc1	1%	5	2%	0.0	23%	-3%	-12%	10%	-3%
OCCCNC(=S)Nc1ccc2nc(-c3ccccn3)c(-c3ccccn3)nc2c1	32%[activator]	.	-23%	-1.1	-2%	0%	i	1%	-16%
Cn1ncc2c(=O)[nH]c(N)nc21	9%	-1	-18%	0.0	9%	-6%	i	2%	-6%
Cc1cc(Cl)c2oc(C(=O)N3CCN(c4ccncc4)CC3)c(C)c2c1	-69%	3	?	-2.5	-4%	?	12%	-1%	-9%
O=C(C1CCC1)N1CCN(Cc2ccccc2)CC1	-7%	-5	5%	0.1	-5%	8%	-11%	-8%	-7%
O=C(NC1CCN(Cc2ccccc2)CC1)c1[nH]c(C(F)(F)F)nc1-c1ccccc1	-9%&-1%	2&0	-11%&2%	0.3&0.3	-3%&3%	13%&6%	-18%&-5%	-4%&-6%	-6%&-13%
Cc1c(NC(=O)c2c(N)sc3c2CCCC3)c(=O)n(-c2ccccc2)n1C	-24%	1	-10%	-2.8	-9%	6%	i	3%	?
CC(C)(C)NC(=O)C(c1ccccc1F)n1c(=O)c(-c2cc3ccccc3[nH]2)nc2ccccc21 (stereo not given)	.	3	?	-1.1	-4%	-21%	-37%	.	10%
COc1cccc(-n2c(SCC(=O)N3CCCc4ccccc43)nc3c([nH]c4ccccc43)c2=O)c1	-12%	.	12%	.	.	.	-10%	-2%	.
N#Cc1c(/N=C/c2ccc(-c3ccccc3C(=O)O)o2)sc2c1CCCC2	0%	-14	45%[activator]	-4.2	9%	8%	-25%	6%	38µM*
O=C(c1ccc(Cl)cc1)C1C2C(=O)N(c3ccccc3)C(=O)C2C2CCCN21 (stereo not given)	-1%	3	0%	-3.0	2%	-4%	i	1%	?

Structures listed so far that bear a hit mark in PLK1 PBD block.
| smiles | PI5P4K alpha inh | GLP-1R inv ag | EPAC1 antag | PTHR1 ag | GLP1R ag | PLK1 PBD block |
| --- | --- | --- | --- | --- | --- | --- |
| N#Cc1c(/N=C/c2ccc(-c3ccccc3C(=O)O)o2)sc2c1CCCC2 | -14 | 45%[activator] | 8% | -25% | 6% | 38µM* |

Additional structures follow:
SMILES	HEK293 tox	PI5P4K alpha inh	GLP-1R inv ag	IL-2 act	EPAC1 agonist	EPAC1 antag	PTHR1 ag	GLP1R ag	PLK1 PBD block
CCN(CC)C(=O)CSc1nnc(-c2ccccn2)n1-c1ccccc1OC	-13%	-3	4%	-1.0	6%	18%	-4%	-2%	-17%
CCOC(=O)c1ccc(NC(=S)NCCc2ccc(F)cc2)cc1	-1%[7.66 µM]	5	-17%[7.66 µM]	-0.7	-9%	-12%	-29%	0%	-5%
CCCCOC(=O)CSc1nc2ccccc2o1	7%	1	-7%	-0.9	8%	13%	-2%	7%	?
O=C(/C=C/c1ccc(S(=O)(=O)N2CCOCC2)cc1)NCc1ccccc1	0%	-4	4%	0.0	-15%	22%	-4%	-3%	-23%
CCOC(=O)N/N=C1\CC(C)CC(C)(C)C1 (stereo not given)	29%	2	-4%	-0.8	8%	-1%	i	1%	-11%
Cc1onc(-c2ccccc2Cl)c1C(=O)Nc1cccnc1	0%	.	0%	-0.8	4%	0%	i	-5%	-4%
COc1ccccc1-c1nnc(SCC(=O)NCc2ccco2)n1N	9%	-8	-13%	-0.7	10%	4%	-24%	4%	-11%
O=C(Nc1ccc(Br)cc1)N1CCc2ccccc2C1	-10%	-1	?	-2.9	5%	8%	-17%	3%	-1%
COc1ccc(S(=O)(=O)Nc2cccc(-c3ccc4nncn4n3)c2)cc1F	?	0	?	0.5	-6%	-18%	-28%	25%	-2%
COc1ccc(CNC(=O)C(=O)NCC2CCCO2)cc1 (stereo not given)	6%	?	24%	-0.2	0%	-1%	i	-5%	3µM*
N/C(=N\NC(=O)c1ccc(Cl)cc1)c1cnccn1	-8%	-1	-7%	-0.2	0%	3%	-1%	-2%	-1%
Cc1sc2ncnc(N3CCC(C(=O)N(CC(C)C)c4nc5ccccc5s4)CC3)c2c1C	15%	3	2%	2.7	1%	-2%	-5%	-4%	-5%
COC(=O)c1c(NC(=O)COC(=O)c2ccc(Cl)nc2)sc(C)c1C	2%	4	3%	0.0	0%	-1%	i	-15%	1%
CCN(CC(=O)Nc1ccc(OC)cc1)C(=O)Cc1ccsc1	0%	1	2%	0.7	4%	8%	i	-12%	4%
Cc1ccc(N2CC(C(=O)Nc3ccccc3N3CCCC3)CC2=O)cc1 (stereo not given)	-16%	-2	?	-4.3	-7%	-2%	-3%	0%	2%
CC(C)S(=O)(=O)C/C(N)=N/OC(=O)c1cc(Cl)cc(Cl)c1	29%	-5	4%	1.1	-3%	12%	i	9%	0%
CCSC1=C(C#N)C(c2ccc(C)o2)CC(=O)N1 (stereo not given)	0%	0	5%	-1.1	9%	17%	i	11%	-5%
Cc1ccc(SCCNC(=O)c2ccccc2F)cc1	10%	6	-24%	0.0	5%	-6%	-2%	1%	2%
COc1ccc2c(c1)sc(=N)n2CC(=O)Nc1cc(C)cc(C)c1	18%	-1	-10%	1.5	6%	-4%	-1%	7%	-10%
COc1ccc(C(CNC(=O)COc2ccc(Cl)c(C)c2)N2CCCCC2)cc1 (stereo not given)	-19%	10	?	1.9	-9%	-10%	i	11%	1%
O=C(CCN1C(=O)c2ccccc2C1=O)N1CCN(Cc2ccc(Cl)cc2Cl)CC1	-1%	.	-1%	0.1	11%	-14%	i	14%	-8%
O=C(NCCc1ccccc1)/C(=C\c1ccc([N+](=O)[O-])cc1)NC(=O)c1ccc(Br)cc1	-7%	1	-34%	-0.7	6%	18%	i	-18%	-1%
CN1CCN(c2ccc(CNC(=O)C3Cc4c(-c5ccc(Cl)cc5)ccnc4O3)cc2)CC1 (stereo not given)	-21%	-11	?	-0.7	-1%	-1%	-27%	3%	-13%
Cc1cc(F)ccc1-c1cc(C(=O)Nc2ccccc2)[nH]n1	4%	-3	-18%	0.3	8%	-3%	-48%[inhibitor]	8%	-9%
Cc1ccc(C(=O)N2CCCC(CCC(=O)NCc3ccc(F)c(F)c3)C2)cn1 (stereo not given)	-1%	-1	18%	-1.1	10%	14%	-28%	-2%	-1%

(list continues)
SMILES	HEK293 tox	PI5P4K alpha inh	GLP-1R inv ag	IL-2 act	EPAC1 agonist	EPAC1 antag	PTHR1 ag	GLP1R ag	PLK1 PBD block
Cc1csc(=Nc2ccccc2)n1CCCN1CCCC1=O	-1%	3	15%	1.5	-2%	8%	i	10%	-14%
O=C(Nc1nccs1)c1cc(N2CCOCC2)nc2ccccc12	37%[activator]	-1	-18%	0.0	-11%	11%	-2%[57.5 µM]	-2%	-6%
CCc1cccc(NC(=O)c2ccc(NS(=O)(=O)c3c(C)noc3C)cc2)c1	-27%	3	?	-0.5	10%	9%	-32%[inhibitor][57.5 µM]	10%	-3%
COc1ccc(NC(=O)c2cc3sccc3n2Cc2ccc(F)cc2)cc1OC	-2%	.	-29%	-2.1	13%	-1%	i	0%	1%
CC12CCC(=O)N1C(C(=O)Nc1ccccc1N1CCOCC1)CS2 (stereo not given)	8%	-8	14%	-0.9	-4%	-2%	i	0%	4%
CC(C)(C)NC(=O)NC(=O)COC(=O)CCCc1c[nH]c2ccccc12	4%	.	0%	-1.0	19%	-11%	i	1%	3%
CCN1CCN(C(=O)c2ccccc2NC(=O)c2ccc(Cl)cc2)CC1	8%	-3	21%	3.5	3%	-10%	-3%	-6%	-1%
CC(C)Sc1nc(-c2ccccc2)cc(=O)[nH]1	6%	.	39%	-3.0	-5%	21%	?	9%	?
CNC(=O)c1ccc(-c2ccc(Cl)c(Cl)c2)s1	4%	15	22%	-4.2	11%	-8%	-6%	15%	-16%

Only part of the results is shown; the hit share may differ from the screen's.
